uPA generation: cell surface uPA generation inhibition; cell surface uPA generation assay, qHTS; hit rate 0.31% among 330,000; Potency, µM (top dose mostly 38.3 µM), inactives show top-dose activity change, negative = inhibition, usual class: inhibitors; active means well fitted inhibition curve with a large enough effect; inconclusive means small, poorly fitted or top-dose-only effect; inactive means no such curve, though single readings can be large or run the other way; tested in mouse RAW 264.7 cells; further: on the % scale 0 is the no-effect control and ±100 the full control effect; nearly all actives have a fitted effect of over 55% in size
RORg inh: blocks mouse ROR gamma transcriptional activity | Potency, µM (top dose mostly 53.6 µM), for the others: top-dose activity change, negative = inhibition, most hits filed as inhibitors | P51450 | Drosophila S2 Gal4-RORgamma UAS-luciferase reporter, 20 h | hit rate 5.4% among 310,000; further: on the % scale 0 is the no-effect control and ±100 the full control effect; nearly all actives have a fitted effect of over 60% in size
Target sequence (P51450 whole entry, looked up, the tested form may be a part): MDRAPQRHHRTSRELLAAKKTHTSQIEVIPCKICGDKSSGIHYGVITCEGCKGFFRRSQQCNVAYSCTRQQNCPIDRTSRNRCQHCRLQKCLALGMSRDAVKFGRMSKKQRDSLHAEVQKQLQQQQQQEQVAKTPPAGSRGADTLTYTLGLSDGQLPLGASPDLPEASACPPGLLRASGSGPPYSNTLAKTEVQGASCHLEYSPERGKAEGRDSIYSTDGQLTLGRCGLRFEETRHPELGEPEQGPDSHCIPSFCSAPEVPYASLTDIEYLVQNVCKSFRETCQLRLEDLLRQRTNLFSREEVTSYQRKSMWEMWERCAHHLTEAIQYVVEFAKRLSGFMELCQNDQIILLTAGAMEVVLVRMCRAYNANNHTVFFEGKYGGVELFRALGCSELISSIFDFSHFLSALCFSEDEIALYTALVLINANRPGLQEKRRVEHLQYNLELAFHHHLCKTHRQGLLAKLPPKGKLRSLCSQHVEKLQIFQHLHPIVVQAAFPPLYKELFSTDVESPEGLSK
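Read-out: Photinus luciferase luminescence; inhibitors lower reporter signal. Insect Schneider cells with Gal4-ROR gamma fusion under metallothionein promoter, UAS reporter; 700 uM final copper sulfate induction, 20 hr, ambient temperature.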
Rab9 prom act: activates the Rab9 promoter. Huh7 Rab9 promoter-luciferase reporter, luminescence, 24 h. Potency, µM (doses to about 9.22 µM), inactives show at the top dose activation, negative = inhibition, actives largely listed as activators. hit rate 2.8% among 320,000; further: % of control where 0% means no effect; nearly all actives have a fitted effect of over 60% in size
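Measured in stably transfected Huh7 cells bearing a Rab9 promoter–luciferase construct: 24 h compound treatment at 37 °C, followed by luminescence detection.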
MBNL1-CUG inh: inhibitors of human MBNL1 binding to CUG repeat RNA | TR-FRET MBNL1-His/biotin-(CUG)12 binding, 665/545 ratio | Q9NR56 | hit rate 0.036% among 280,000 | AID 2675 | Potency, µM (top dose mostly 57.5 µM), inactives show at the top dose activity change, negative = inhibition, most hits filed as inhibitors; active means well fitted inhibition curve with a large enough effect in the signal ratio, with a control signal flat, not every such curve was filed as active; inconclusive means small, poorly fitted or top-dose-only effect, or effect the other way, or a change in a side signal; inactive means no such curve, though single readings can be large or run the other way; the % refers to the signal ratio; further: on the % scale 0 is the no-effect control and ±100 the full control effect
Target sequence (Q9NR56 whole entry, looked up): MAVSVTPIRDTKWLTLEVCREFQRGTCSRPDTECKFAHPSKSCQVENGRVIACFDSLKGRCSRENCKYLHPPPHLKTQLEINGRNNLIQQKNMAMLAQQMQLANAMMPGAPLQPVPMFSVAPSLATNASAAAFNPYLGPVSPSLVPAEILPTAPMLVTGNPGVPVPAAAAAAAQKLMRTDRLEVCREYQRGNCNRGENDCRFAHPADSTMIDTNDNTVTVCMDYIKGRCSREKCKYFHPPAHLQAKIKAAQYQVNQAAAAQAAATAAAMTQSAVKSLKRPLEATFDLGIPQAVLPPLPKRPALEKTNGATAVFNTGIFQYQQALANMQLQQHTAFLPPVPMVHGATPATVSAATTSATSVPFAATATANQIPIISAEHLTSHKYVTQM
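Compounds (final 92 nM to 58 uM) are added to His-tagged MBNL1 and biotin-(CUG)12, then terbium anti-His antibody and streptavidin-XL665 (5 nM final). After 60 min at room temperature, the 665/545 nm ratio is read.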
p53 reactivator: mutant p53 re-activation in reporter cells. H1299 p53-A138V BP100-luciferase reporter, luminescence, 24 h. Potency, µM (top dose mostly 92.2 µM), without a hit: top-dose activity change, positive = activation, hits mostly activators. hit rate 0.063% among 320,000. AID 504706; further: % of control where 0% means no effect; nearly all actives have a fitted effect of over 45% in size
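p53-null H1299 cells stably carrying temperature-sensitive p53-A138V and a BP100-luciferase reporter were pinned with compounds (4-point, 1:5 series) and held 24 hrs at 37 deg C. Luminescence was read 10 min after detection reagent.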
ELG1 genotoxic: genotoxicity induction in ELG1-luciferase HEK293T cells. HEK293T ELG1-luciferase reporter, luminescence, 16 h. Potency, µM (doses to about 46 µM), for inactives: at the highest dose activity change, positive = activation, actives largely listed as activators. hit rate 1.3% among 330,000; further: % of control where 0% means no effect; nearly all actives have a fitted effect of over 60% in size
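Quantitative HTS format in 1536-well plates. HEK293T ELG1-luciferase reporter cells receive test compound and are incubated 16 hr at 37 °C, 5% CO2; ONE-Glo added, 30 min room temperature, then luminescence read.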
BRCA1 expr act: increases BRCA1 expression; MCF7-BRCA1-FFLuc reporter, luminescence, 48 h; response scale: scaled: vehicle 0%, 10 µM genistein 100%; Potency, µM (doses to about 46.1 µM), inactives show at the top dose activation, hits mostly activators; hit rate 1.1% among 380,000; further: nearly all actives have a fitted effect of over 80% in size; some results filed as inactive show a strong effect at the top dose
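Luminescence from a BRCA1-driven firefly luciferase in MCF7 cells was read after 48 h compound exposure at 37 C. Data normalized against DMSO and a 10microM genistein activation control, then curve-fitted across the titration.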
CXXC DNA block: MLL CXXC-DNA interaction inhibition. Q03164. MLL-CXXC / FITC-HOXA9 DNA fluorescence polarization. Potency, µM (titrated, usually from 115 µM), for inactives: top-dose activity change, negative = inhibition, actives largely listed as inhibitors. hit rate 0.037% among 290,000. AID 2662; active means well fitted inhibition curve with a large enough effect in the polarisation, with a control signal flat, not every such curve was filed as active; inconclusive means small, poorly fitted or top-dose-only effect, or effect the other way, or a change in a side signal; inactive means no such curve, though single readings can be large or run the other way; the % refers to the polarisation
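Purified MLL-CXXC (added from a 7 uM solution) was preincubated 5 min at ambient with pinned compounds in 50 mM Tris-HCl pH 7.5, 50 mM NaCl, 1 mM DTT, 0.05% BSA. Fluorescein-labeled HOX-A9 DNA (50 nM solution) followed, 30 min, then polarization read.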
VP16 counter: Gal4-VP16 reporter inhibition counter-screen; hit rate 3.5% among 310,000; Potency, µM (titrated, usually from 53.6 µM), inactives show at the highest dose activity, negative = inhibition, usual class: inhibitors; AID 2546; Drosophila S2 Gal4-VP16 UAS-luciferase, luminescence, 20 h;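 further: Gal4-VP16 expression switched on by copper sulfate through the metallothionein promoter; on the % scale 0 is the no-effect control and ±100 the full control effect; nearly all actives have a fitted effect of over 50% in size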
NPC1 prom act: activates the NPC1 promoter | Huh7 NPC1 promoter luciferase reporter, 24 h | Potency, µM (doses to about 9.22 µM), without a hit: at the top dose activation, actives largely listed as activators | hit rate 2.4% among 320,000 | AID 485313;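 further: % of control where 0% means no effect; nearly all actives have a fitted effect of over 60% in size; reporter is driven by a mutant NPC1 promoter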
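Luminescence read-out of NPC1 promoter-driven luciferase in stably transfected Huh7 cells; compounds delivered in DMSO and left 24 h at 37C, 5% CO2, qHTS titration format.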
FLuc modulator: firefly luciferase modulation, counter-screen for miR-21 project; P08659; purified FLuc, Km substrates, luminescence inhibition; Potency, µM (titrated, usually from 57.5 µM), without a hit: at the highest dose activity change, negative = inhibition, usual class: inhibitors; hit rate 6.9% among 360,000; AID 588342;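 further: plate controls were vehicle for no effect and reference inhibitor for full effect; nearly all actives have a fitted effect of over 55% in size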
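Purified P. pyralis luciferase (10nM final) with 10uM D-luciferin and 10uM ATP (Km levels) in 50mM Tris acetate pH 7.5, 10mM Mg acetate, 0.01% Tween-20, 0.05% BSA; qHTS 6-point titration, ~60 µM downward; luminescence read.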
* marks the source's active call; other numbers are inactive results; ? = inconclusive; . = no result given; [ ] = another dose, or the depositor's remark. Unless noted, the call rests on the fitted dose curve; in most records, active means well fitted curve in the direction sought with a large enough effect; inconclusive means small, poorly fitted or top-dose-only effect, or another doubt; inactive means no such curve, though single readings can be large; an effect the other way counts as inactive or inconclusive. Potency means the concentration at half of the fitted maximal effect.

Every second line gives: uPA generation	RORg inh	Rab9 prom act	MBNL1-CUG inh	p53 reactivator	ELG1 genotoxic	BRCA1 expr act	CXXC DNA block	VP16 counter	NPC1 prom act	FLuc modulator
1	CCc1cc2ccc(C)cc2nc1SCC(=O)c1ccc(NC(C)=O)cc1
→ -10%	-8%	8%	-13%	-4%	-7%	-18%	22%	-8%	0%	-2%
2	CCc1nc(CNC(=O)c2cc(OC)c(OC)c(OC)c2)no1
→ -1%	24%	-2%	-8%	3%	2%	3%	-5%	-6%[0.365 µM]	2%	-1%
3	CN(C)c1nc(-c2ccccc2)ns1
→ 1%	32%	19%	12%	14%	?	0%	1%	23%	19%	?
4	Cc1c(C(=O)Nc2ccc(Nc3ccccc3)cc2)cccc1[N+](=O)[O-]
→ -18%	.	-3%	7%	.	-9%	-27%	13%	.	-10%	-3%
5	CCCCOc1cccc(NC(=O)CSc2nccn2C)c1
→ 0%	15%	-9%	-8%	30%	?	46%	-1%	2%	-2%	?
6	Cc1cccc(NC(=O)c2cccc(N3C(=O)C4CCC(C)CC4C3=O)c2)c1C (configuration not stated)
→ 18%	9%	-2%	-5%	?	0%	-19%	6%	5%	1%	0%
7	Cc1ccc(C)c(S(=O)(=O)Nc2ccc(C(=O)NCCCN3CCCC3=O)cc2)c1
→ 1%	-6%	-4%	-1%	7%	0%	26%	-2%	4%	-1%	0%
8	CCOC(=O)c1sc2nc3c(SCCC#N)cc(C(=O)c4cc(F)ccc4O)cn3c(=O)c2c1C
→ 3%	-14%	-8%	-3%	-4%	-5%	-37%	4%	4%	0%	-1%
9	CN1C(=S)NC(C)(C)CC1(C)c1ccc(O)cc1O (configuration not stated)
→ 1%	-10%	-7%	-6%	-3%	-1%	-7%	8%	-2%	-3%	-1%
10	COCCN(C)C(=O)CCc1nnc(Cc2ccc(-c3ccccc3)cc2)o1
→ 17%	29%	2%	-7%	-2%	-3%	-18%	-1%	-8%	-1%	-5%
11	Cc1cc(C)c2c3c(sc2n1)C(=O)N(c1ccccc1)CC(=O)N3
→ 1%	24%	-4%	?	-3%	-8%	4%	4%	1%	0%	-1%
12	Cc1ccc(C(=O)Nc2c3c(nn2-c2ccccc2)CS(=O)(=O)C3)cc1C
→ 6%	-15%	10%	0%	-9%	-6%	-10%	-3%	1%	6%	1%
13	Cc1cc(C)c(S(=O)(=O)c2ccccc2)c(N2CCOCC2)n1
→ -9%	-3%	-5%	1%	0%	4%	26%	10%	18%	-4%	3%
14	CNC(=O)c1ccsc1NC(=O)CCS(=O)(=O)c1ccc(Cl)cc1
→ -11%	.	-1%	.	4%	-2%	-47%	.	.	0%	-1%
15	Clc1ccc(-c2nnc(CCc3ccccc3)o2)c(Cl)c1
→ -12%	-6%	2µM*	5%	22%	?	11µM*	-15%	-5%	2.5µM*	5.4µM*
16	CCn1nnc(NC(=O)C(C)Oc2ccc(Cl)cc2Cl)n1 (configuration not stated)
→ .	-3%[10 µM]	-4%	0%	-4%	4%	5%	4%	?	-2%	-1%
17	C=CCOc1cccc(CNc2cccc(C(=O)O)c2)c1
→ 13%	-22%	?	-4%	-1%	16%	65%	0%	-12%	?	9.5µM*
18	COC(=O)c1c(NC(=O)c2cnccn2)sc2c1CCC2
→ -2%	?	2%	2%	-1%	4%	-23%	4%	14%	1%	4%
19	COc1ccc(C(=O)Nc2ccc(NC(=O)c3ccco3)cc2)cc1
→ -1%	-17%	11%	4%	-13%	?	45%	4%	12%	0%	-9%
20	O=C(Cn1cnc2c(cnn2-c2ccc(F)cc2)c1=O)NCC1CCCO1 (configuration not stated)
→ -9%	-2%	5%	4%	3%	-3%	-21%	11%	-2%	-2%	-1%
21	O=C(Cc1cccc2ccccc12)NCCc1ccccc1
→ 4%	14%[1.91 µM]	8%	-1%	.	2%	7%	2%	-6%	-2%	-1%
22	CCCc1cc(=O)[nH]c(SCC(=O)Nc2nc3ccc(OCC)cc3s2)n1
→ -13%	9%	1%	-3%	0%	6%	25%	5%	-11%	3%	?
23	O=C(CCCc1ccccc1)N1CCc2ccccc21
→ -25%	-20%	0.45µM*	11%	?	2.1µM*	?	-4%	-1%	1.1µM*	2.1µM*
24	O=C(CSc1ccc(F)cc1)Nc1ccc(N2CCOCC2)c(Cl)c1
→ 7%	?	10%	0%	3%	0%	30%	1%	28%	8%	-13%
25	c1ccc2cc3c(NCCN4CCOCC4)ccnc3cc2c1
→ ?	11µM*	-4%	?	?	7%	-89%[inhibitor]	?	13µM*	-7%	1%
26	C=CCNC(=O)N[C@@H](CCSC)C(=O)OC
→ 8%	0%	4%	3%	1%	0%	-10%	-4%	0%	-3%	9%
27	Cn1c(Cc2ccccc2)nnc1SCc1cc(=O)n2ccsc2n1
→ -6%	0%	15%	.	0%	3%	27%	10%	1%	2%	-5%
28	O=C(O)c1nc(NCc2ccccc2)ncc1Cl
→ -4%	?	-1%[1.84 µM]	7%	-4%	0%	-1%	-3%	-12%	-4%	-10%
29	O=C1CCC(=O)N1c1ccc(-c2nc3ccccc3s2)cc1
→ -10%	?	0.35µM*	6%	0%	?	19%	?	?	0.45µM*	0.54µM*
30	CC(C)[C@H](NC(=O)N1CCn2c1nc1ccccc12)C(=O)NC1CCCCC1
→ 3%	6%	-1%	-6%	20%	-4%	-15%	-3%	-5%	7%	2%
31	COc1ccccc1CNC(=O)COc1ccccc1C(=O)c1cnn(-c2ccccc2)c1
→ 5%	.	17%	.	?	7%	?	.	.	16%	9.5µM*
32	Cc1ccccc1CCNC(=O)c1cc(C2CC2)nc2c1cnn2C(C)C
→ -6%	.	2%	.	-5%	-4%	-10%	.	.	0%	2%
33	O=C(/C=C/c1cn(CC(O)CN2CCOCC2)c2ccccc12)c1cccs1 (configuration not stated)
→ .	-24%	1%	12%	2%	-4%	.	?	11%	0%	?
34	C=CCNC(=O)c1ccc(Sc2ccc(C)cc2)c([N+](=O)[O-])c1
→ 3%	15%	-5%	17%	-4%	-1%	-13%	-4%	0%	-2%	0%
35	COc1ccc(CNc2ccccn2)c(O)c1
→ -2%	-6%	3%	-8%	26%	0%	-14%	14%	0%	0%	?
36	CCOC(=O)c1cc(C#N)c(=S)[nH]c1C
→ -12%	13µM*	-3%	.	-3%	4%	-7%	2%	-14%	-2%	?
37	CCn1c(=O)cc(SCC(=O)N2CCN(c3ccccc3OC)CC2)c2ccccc21
→ .	36%	-1%	-4%	-9%	-1%	-53%	1%	1%	-3%	-1%
38	Oc1ccc2ccccc2c1/C=N/Nc1nnc(-c2ncc[nH]2)c2ccccc12
→ -15%	0.25µM*	-30%	2%	?	17%	-100%	-22%	0.25µM*	-18%	3.4µM*
39	COc1ccc(NS(=O)(=O)c2cc3c(cc2C)N(C)CCO3)cc1
→ -14%	44%	1%	-4%	.	-1%	-8%	.	-4%	-1%	1%
40	CC(C)n1c2ccccc2c2nnc(SCC(=O)Nc3ccccc3C(=O)O)nc21
→ 6%	1%	1%	66%[activator]	-5%	2%	0%	-3%	-16%	-1%	19µM*
41	COc1ccc([C@H]2CC(=O)C=C(c3ccc(C)c4ccccc34)C2)cc1
→ -3%	.	1%	.	-10%	0%	-36%	.	.	4%	1%
42	CN(C)[C@@H]1CCC[C@@H]1OC(=O)C(c1ccccc1)c1ccccc1
→ -1%	-38%	-2%	-8%	?	-2%	-22%	-4%	-8%	1%	11%
43	Cc1cccc(CSc2cccc3cccnc23)c1
→ -12%	4.5µM*	24%	9%	?	?	-20%	4%	7.9µM*	21%	19µM*
44	CCNc1ccc(C(=O)OCC(=O)c2cc(C)n(Cc3ccc4c(c3)OCO4)c2C)cc1[N+](=O)[O-]
→ 1%	-25%	-6%	.	0%	2%	4%	?	2%	-1%	2%
45	CCOc1cc(NC(=O)c2ccccc2[N+](=O)[O-])c(OCC)cc1NC(=O)CC(C)C
→ -2%	-9%	6%	4%	-2%	0%	-1%	7%	-6%	2%	1%
46	COc1ccc(-c2cnnc(N/N=C/c3ccc(OC)c(OC)c3)n2)cc1
→ -2%	-18%	0%	6%	3%	-2%	3%	?	8%	6%	2.7µM*
47	Cc1cc(SCC(=O)N2CCN(C(=O)c3ccco3)CC2)c(C)cc1Br
→ 17%	.	-9%	.	-12%	2%	-27%	.	.	-6%	4%

Screening data deposited in PubChem BioAssay by National Center for Advancing Translational Sciences (NCATS).

An excerpt; the hit share may differ from the screen's.
